Tn6 DDE FP: disrupts Tn6 cyclic peptide binding to fibrin D-Dimer-E complex; P02675; 370,000 compounds, 0.21% hits; inhibition, % at 8.3 µM; Fibrin DD(E) TRITC-Tn6 fluorescence polarization displacement;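 active = inhibition above a per-campaign cutoff: mean of compounds within control limits plus 3 SD, cut at about 15% in these data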;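 note: 0% = median of all compound wells on the plate and 100% = blocking peptide control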
UHRF1 binding: UHRF1 methyl-DNA binding inhibition; Q96T88; UHRF1 binding to methylated oligo, TR-FRET; inhibition, % at 4.4 µM; 370,000 compounds, 0.75% hits; in the data active = inhibition above about 21%;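 note: UHRF1 SRA domain binding a hemimethylated CpG hairpin DNA probe; 0% = median of test compound wells and 100% = reference inhibitor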
PLC-gamma1 inh: blocks human PLC-gamma1 enzyme activity; purified PLC-gamma1, fluorogenic substrate, fluorescence; inhibition, % at 12.2 µM; 370,000 compounds, 0.84% hits; in the data active = inhibition above about 9.5%
Tn7 DDE FP: inhibitors of Tn7 peptide binding to human fibrin DD(E); FP displacement of FITC-Tn7 peptide from fibrin DD(E); 0% = median of compound wells per plate; 370,000 compounds, 0.13% hits; AID 720508; inhibition, % at 8.3 µM; P02675;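 active = inhibition above the mean of compounds falling within the control limits plus 3 SD of them, cut at about 14% in these data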;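 note: 0% = plate median of compound wells and 100% = 10 µM Aha-Tn7 peptide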
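Assay system: human fibrin DD(E) protein / Input: 2 µM fibrin DD(E) / Benchmarks: high control of 10 µM Aha-Tn7 peptide / Measured by: fluorescence polarization of the labelled Tn7 tracer / Medium: Tris buffer with calcium and detergent, pH 7.8 / Timing: 10 min compound pre-incubation, 3 h probe incubation at room temperature / Repeats: one replicate per compound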
KLK7 zymogen act: proKLK7 (human) activation, primary screen | P49862 | purified proKLK7, EDANS-DABCYL substrate fluorescence; 100% is mature enzyme control, 0% vehicle | activation, % at 7 µM | 370,000 compounds, 0.9% hits | AID 652039;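 active = activation above the mean of all tested compounds plus 3 SD, computed per campaign excluding outliers beyond control limits, cut at about 13% in these data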
Target sequence (P49862 whole entry, looked up): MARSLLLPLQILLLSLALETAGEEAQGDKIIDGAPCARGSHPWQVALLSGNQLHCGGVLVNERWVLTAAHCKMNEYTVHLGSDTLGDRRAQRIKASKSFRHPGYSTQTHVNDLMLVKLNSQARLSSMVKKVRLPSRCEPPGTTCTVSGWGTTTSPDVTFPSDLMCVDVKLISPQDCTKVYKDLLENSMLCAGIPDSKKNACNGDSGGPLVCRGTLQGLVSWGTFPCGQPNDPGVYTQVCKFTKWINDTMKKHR
ADAM17 inh: inhibits human ADAM17; AID 720648; recombinant ADAM17, EDANS/DABCYL FRET peptide cleavage; P78536; 370,000 compounds, 0.83% hits; inhibition, % at 6.95 µM;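 active = inhibition above the mean of compounds lying between control limits plus 3 SD, set per campaign, cut at about 8.5% in these data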;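 note: 0% = DMSO-only wells as the low control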
Target sequence (P78536 215-824 limits assumed): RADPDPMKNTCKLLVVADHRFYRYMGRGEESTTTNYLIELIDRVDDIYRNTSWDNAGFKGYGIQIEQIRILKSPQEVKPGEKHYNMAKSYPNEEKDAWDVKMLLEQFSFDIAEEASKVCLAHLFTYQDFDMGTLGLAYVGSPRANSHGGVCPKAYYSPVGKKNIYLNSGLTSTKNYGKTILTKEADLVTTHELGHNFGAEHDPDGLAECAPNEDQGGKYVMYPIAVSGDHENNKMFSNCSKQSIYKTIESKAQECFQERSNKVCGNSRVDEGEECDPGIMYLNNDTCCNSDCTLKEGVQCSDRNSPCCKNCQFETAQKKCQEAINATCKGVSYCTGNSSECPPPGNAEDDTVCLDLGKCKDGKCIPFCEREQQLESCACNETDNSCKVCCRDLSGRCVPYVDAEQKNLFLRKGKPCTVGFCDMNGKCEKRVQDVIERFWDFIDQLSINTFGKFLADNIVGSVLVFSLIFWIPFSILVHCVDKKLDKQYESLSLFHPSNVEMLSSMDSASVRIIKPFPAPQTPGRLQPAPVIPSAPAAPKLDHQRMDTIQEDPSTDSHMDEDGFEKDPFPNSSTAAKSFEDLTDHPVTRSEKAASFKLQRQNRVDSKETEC
ARFGAP1 inh: inhibits rat ARF GTPase activating protein 1; Arfgap1-stimulated ARF1 GTP hydrolysis, GDP FP detection; inhibition, % at 16.5 µM; 360,000 compounds, 0.26% hits; AID 651572;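 active = inhibition above a per-plate limit, mean inhibition of low control wells plus 3 SD, cut at about 25% in these data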;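 note: 0% = DMSO wells with enzyme and 100% = wells lacking Arfgap1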
Target sequence (Q62848 1-136 limits assumed): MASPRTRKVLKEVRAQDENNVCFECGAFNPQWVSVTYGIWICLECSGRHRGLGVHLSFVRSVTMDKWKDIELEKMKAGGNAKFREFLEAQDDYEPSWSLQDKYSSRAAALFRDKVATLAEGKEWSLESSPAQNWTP
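Replicates: Single well per compound | Assay system: Truncated rat Arfgap1 GAP domain | Control set: No-Arfgap1 wells (100%) versus DMSO full-reaction wells (0%) | Times: Enzyme reaction 120 min at 25 °C after 20 min preincubation | Reagent: Human ARF1(Δ1-17)-GTP substrate | Measured by: Tracer-displacement fluorescence polarization with EDTA stop, 620/688 nm | Measure: Percent inhibition of Arfgap1-stimulated GTP hydrolysis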
PLCb3 inh: blocks human PLC-beta3 enzyme activity; inhibition, % at 12.2 µM; Purified PLC-beta3, fluorogenic substrate, fluorescence; Q01970; 370,000 compounds, 0.18% hits; AID 720704; in the data active = inhibition above about 11%;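 note: 0% = median of compound wells on plate and 100% = full blocker control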
ASAP1 GAP inh: ASAP1 ArfGAP inhibition; ASAP1-stimulated ARF1 GTP hydrolysis, GDP FP detection; inhibition, % at 16.5 µM; 360,000 compounds, 0.19% hits; AID 624377; in the data active = inhibition above about 25%;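 note: 0% = vehicle with enzyme and substrate and 100% = no enzyme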
MBD2 inh: blocks human MBD2 binding to methylated DNA | TR-FRET, MBD2 binding to methylated oligonucleotide | 370,000 compounds, 0.31% hits | inhibition, % at 4.4 µM | Q9UBB5 | AID 686964; in the data active = inhibition above about 13%
Numbers without * were called inactive; i = inactive; · = not tested or not shown. Compounds as they come; about 4.1% have a hit in one of these screens.

A first look, nine compounds:
| SMILES | Tn6 DDE FP | UHRF1 binding | PLC-gamma1 inh | Tn7 DDE FP | KLK7 zymogen act | ADAM17 inh | ARFGAP1 inh | PLCb3 inh | ASAP1 GAP inh | MBD2 inh |
| --- | --- | --- | --- | --- | --- | --- | --- | --- | --- | --- |
| CCOc1ccc(CCNC(=O)Nc2ccccc2)cc1OCC | -2 | -1 | 1 | 1 | -0.4 | -1 | -6 | -4 | 11 | -1 |
| O=C(CCCC(=O)N(CC(=O)NC1CCCCC1)Cc1ccco1)Nc1ccccn1 | 2 | -1 | -1 | 3 | -0.2 | -5 | 10 | 0 | -8 | 2 |
| COc1cccc(/C=C2\SC(=S)N(CC(=O)N(C)C3CCS(=O)(=O)C3)C2=O)c1 (stereo unspecified) | -4 | 23* | -7 | 0 | -1.4 | -8 | 10 | -15 | -5 | 9 |
| CCCC1NC(=O)c2cc3ccccc3cc2-n2c1nc1ccc(C)cc1c2=O (stereo unspecified) | 4 | 0 | -2 | -2 | 0.4 | 4 | 1 | 2 | 2 | -6 |
| CCOC(=O)c1ccccc1N/C=C1\CCCCC1=O | -1 | 0 | -2 | -1 | -1.8 | -6 | 0 | -3 | -7 | 0 |
| CCN(CC(=O)Nc1ccc(Br)cc1)C(=O)Cc1cccc(F)c1 | -6 | -1 | -4 | 1 | -0.8 | -1 | -4 | -9 | 16 | 4 |
| C#CC1(NC(=O)NCCCC)CCCCC1 | -2 | 3 | -1 | 1 | 0.1 | -4 | 1 | 5 | 8 | -1 |
| COC(=O)[C@]12C=CCN1[C@H](c1ccc(OC)c(OC)c1)c1c(c3ccccc3n1S(=O)(=O)c1ccc(C)cc1)C2 | -2 | -2 | -73 | -4 | -1.1 | -8 | · | -94 | · | -5 |
| CCC(=O)Nc1nc(NCc2ccccc2OC)n(-c2ccccc2)n1 | -3 | 2 | 9 | -1 | 0.7 | 2 | 1 | 1 | -3 | -5 |

Main list, from the first entry:
| SMILES | Tn6 DDE FP | UHRF1 binding | PLC-gamma1 inh | Tn7 DDE FP | KLK7 zymogen act | ADAM17 inh | ARFGAP1 inh | PLCb3 inh | ASAP1 GAP inh | MBD2 inh |
| --- | --- | --- | --- | --- | --- | --- | --- | --- | --- | --- |
| CCOc1ccc(CCNC(=O)Nc2ccccc2)cc1OCC | -2 | -1 | 1 | 1 | -0.4 | -1 | -6 | -4 | 11 | -1 |
| O=C(CCCC(=O)N(CC(=O)NC1CCCCC1)Cc1ccco1)Nc1ccccn1 | 2 | -1 | -1 | 3 | -0.2 | -5 | 10 | 0 | -8 | 2 |
| COc1cccc(/C=C2\SC(=S)N(CC(=O)N(C)C3CCS(=O)(=O)C3)C2=O)c1 (stereo unspecified) | -4 | 23* | -7 | 0 | -1.4 | -8 | 10 | -15 | -5 | 9 |
| CCCC1NC(=O)c2cc3ccccc3cc2-n2c1nc1ccc(C)cc1c2=O (stereo unspecified) | 4 | 0 | -2 | -2 | 0.4 | 4 | 1 | 2 | 2 | -6 |
| CCOC(=O)c1ccccc1N/C=C1\CCCCC1=O | -1 | 0 | -2 | -1 | -1.8 | -6 | 0 | -3 | -7 | 0 |
| CCN(CC(=O)Nc1ccc(Br)cc1)C(=O)Cc1cccc(F)c1 | -6 | -1 | -4 | 1 | -0.8 | -1 | -4 | -9 | 16 | 4 |
| C#CC1(NC(=O)NCCCC)CCCCC1 | -2 | 3 | -1 | 1 | 0.1 | -4 | 1 | 5 | 8 | -1 |
| COC(=O)[C@]12C=CCN1[C@H](c1ccc(OC)c(OC)c1)c1c(c3ccccc3n1S(=O)(=O)c1ccc(C)cc1)C2 | -2 | -2 | -73 | -4 | -1.1 | -8 | · | -94 | · | -5 |
| CCC(=O)Nc1nc(NCc2ccccc2OC)n(-c2ccccc2)n1 | -3 | 2 | 9 | -1 | 0.7 | 2 | 1 | 1 | -3 | -5 |
| Cc1cc2[nH]c(=O)c(=O)[nH]c2cc1S(=O)(=O)NC1CCC(C)CC1 (stereo unspecified) | 12 | 0 | -136 | 0 | 15* | -94 | -2 | -198 | 0 | -2 |
| Cc1cc(OCC(=O)NNC(=S)NC(=O)c2cccs2)ccc1Cl | -1 | 1 | -4 | -3 | 0.1 | -3 | 6 | -9 | -2 | 2 |
| CN(C)S(=O)(=O)c1cccc(NC(=O)COC(=O)C2CCN(C(=O)c3ccc(F)cc3)CC2)c1 | 2 | 2 | -4 | 8 | -0.2 | -1 | -1 | -1 | 13 | -4 |
| COc1ccc(N(CC(=O)NC2CC3CCC2C3)S(=O)(=O)c2ccccc2)cc1Cl (stereo unspecified) | -2 | -1 | -1 | 0 | -0.4 | 3 | 8 | -4 | -9 | -6 |
| O=C(c1ccc(COc2ccc(Br)cc2)o1)N1N=C(C(F)F)CC1(O)C(F)F (stereo unspecified) | -3 | 2 | -54 | -9 | -0.1 | 6 | 2 | -59 | -10 | 3 |
| O=C(C1CC(=O)N(c2ccc3c(c2)OCCO3)C1)N1CCN(Cc2ccccc2F)CC1 (stereo unspecified) | -6 | -2 | 0 | -1 | 0.2 | 1 | 7 | -6 | -6 | -6 |
| CN(C)c1ccc2cc(S(=O)(=O)O)cc(O)c2c1 | -12 | 83* | -90 | 0 | -15 | -159 | 0 | -151 | 7 | 45* |
| OC[C@@H]1CN(Cc2ccncc2)C[C@H](n2cnc3c(N4CCN(c5ccccc5)CC4)ncnc32)O1 | 7 | 0 | 5 | -3 | 0.1 | -3 | -7 | -1 | -3 | 6 |
| O=C1NC(Cc2ccccc2)c2nc3cc(F)ccc3c(=O)n2-c2cc(Cl)ccc21 (stereo unspecified) | -1 | 4 | 3 | 0 | 0.8 | -2 | 4 | 0 | 7 | 1 |
| O=C(Nc1ccc(F)cc1)c1nc[nH]c1C(=O)Nc1ccccc1[N+](=O)[O-] | 4 | -2 | 2 | 4 | 0.2 | -4 | -2 | 1 | -5 | -4 |
| Brc1ccc(CSc2ncn[nH]2)cc1 | 1 | -3 | 1 | 3 | 0.1 | -1 | -12 | 1 | -5 | -4 |
| CCCCC(=O)Nc1cc(Cl)ccc1C(=O)O | 4 | 0 | -1 | -5 | 0.5 | -1 | 4 | -5 | 1 | 0 |
| O=c1c2c([nH]c3ccccc13)CCCCC2 | -5 | 3 | 2 | 0 | -0.5 | -3 | -6 | -9 | 3 | 4 |
| O=c1c2ccccc2[nH]c2ccccc12 | -6 | -4 | -420 | -2 | 17* | i | -10 | i | 9 | -2 |
| CCOc1ccc(Br)cc1S(=O)(=O)NCc1ccncc1 | -3 | -5 | -2 | -3 | -1.1 | -2 | -7 | 2 | -4 | -7 |
| C/C(=N\NC(=O)NC1CCCCC1)c1ccco1 | 4 | 1 | 3 | -1 | -0.2 | -3 | 7 | -3 | 19 | -4 |
| COc1ccc(C(=O)NN(C)c2nc(C(F)(F)F)nc3ccccc23)cc1 | 0 | 1 | -1 | -4 | -0.4 | -1 | -4 | -1 | 4 | 0 |
| O=C(O)c1ccc(N2CCCS2(=O)=O)cc1 | 1 | 2 | 5 | 3 | -0.6 | 2 | 6 | -2 | -8 | 0 |
| Cc1ccc(CNC(=O)Nc2cccs2)cc1 | 1 | 1 | -15 | 5 | -1.0 | -4 | -1 | -14 | 1 | 0 |
| CC1=C(C)C(C)=C(C#N)C(=C(C#N)C#N)N1 | 1 | -2 | -190 | -5 | 4.1 | -24 | -9 | -201 | 4 | -5 |
| Cc1ccnc(NC(=O)c2ccccc2NC(=O)c2ccccc2)c1 | 3 | 5 | 6 | -7 | 0.5 | 5 | 11 | -2 | 3 | 1 |
| COCCCNC(=S)N(CCCN(C)C)Cc1cc2cc3c(cc2[nH]c1=O)OCCO3 | 8 | -1 | -56 | 0 | 3.4 | -82 | 0 | -73 | -6 | -1 |
| CCOC(=O)NC(=O)C(=CNc1ccccc1C)C(=O)NC(=O)OCC | -5 | 4 | 3 | -6 | 0.0 | -7 | 5 | -1 | 17 | 8 |
| O=C(NN=C1CCCC1)NC1CCCCC1 | 3 | 0 | -1 | -3 | 0.1 | 0 | 13 | 0 | 4 | -3 |
| CC(C)(C)c1ccc(-c2nnc(SCc3cccc4ccccc34)n2Cc2ccco2)cc1 | -6 | 0 | 3 | -7 | -0.4 | 5 | · | 3 | · | 2 |
| Cc1nnc(SCC(=O)N2c3ccccc3CC2C)[nH]c1=O (stereo unspecified) | -2 | -2 | 5 | -5 | 1.0 | 3 | 0 | 8 | 7 | -9 |
| Cc1nc2nc(C)c(NS(=O)(=O)c3ccc(Cl)cc3)c(=O)n2[nH]1 | -4 | 2 | 0 | 9 | -0.4 | -4 | -10 | -8 | 4 | 2 |
| Cc1ccc2[nH]c(=O)c(C(c3nnnn3C3CCCC3)N(Cc3cccnc3)Cc3ccco3)cc2c1 (stereo unspecified) | 2 | 14 | -5 | -1 | -0.9 | -8 | -4 | -6 | 3 | -3 |
| CC1=C(C)CC(C(=O)NCCc2ccccc2)C(C(=O)O)C1 (stereo unspecified) | -1 | 1 | 0 | 2 | 0.4 | -5 | 13 | 1 | 7 | -5 |
| Cc1nc(SCC(=O)Nc2ccnc3ccccc23)n[nH]1 | -1 | 1 | 1 | -2 | -0.5 | -1 | 12 | 0 | 1 | 0 |
| C[C@H](CO)N1C[C@H](C)[C@@H](CN(C)Cc2ccccc2)Oc2ccc(NC(=O)Cn3cnnn3)cc2C1=O | 6 | -1 | -4 | 10 | 0.4 | -3 | -9 | -6 | -1 | 1 |
| CCOc1ccc(/C=c2\sc3nc(-c4ccco4)nn3c2=O)cc1OCC | -5 | 39* | 6 | 2 | 0.2 | 6 | 7 | -1 | 1 | 9 |
| O=C(CSc1n[nH]c(-c2ccccc2)n1)Nc1ccc(N2CCOCC2)cc1 | -5 | -2 | 2 | -1 | -0.4 | -2 | -9 | 5 | -11 | -1 |
| Nc1ncnc2c1ncn2[C@@H]1O[C@H](CN2CCCS2(=O)=O)[C@@H](O)[C@H]1O | -2 | 2 | 3 | 2 | 0.8 | -3 | 5 | 1 | -5 | 3 |
| CCOC(=O)c1c(C)[nH]c(C)c1S(=O)(=O)N1c2ccccc2CC1C (stereo unspecified) | -2 | 3 | 3 | 8 | -0.3 | -5 | 5 | -4 | 1 | 1 |
| NS(=O)(=O)c1cccc(NC(=O)COc2ccc([N+](=O)[O-])cc2)c1 | 0 | -1 | 1 | 1 | -0.4 | 1 | 0 | 3 | -4 | -4 |
| COc1cc(NC(=O)CN2CCCCC2)c(C)cc1[N+](=O)[O-] | -6 | 0 | -1 | 3 | -0.1 | -1 | -9 | 4 | -2 | 1 |
| O=C1CCC(C(=O)N2CCC(O)(c3ccccc3)CC2)CN1CCc1ccccc1 (stereo unspecified) | -6 | 2 | 1 | 0 | 0.4 | 5 | 6 | -9 | 6 | -3 |
